# From PubChem BioAssay
# Tb PFK block = inhibitors of T. brucei phosphofructokinase; T. brucei PFK, ADP-Glo luminescence; O15648; Potency, µM (highest dose often 57.5 µM), for the others: at the highest dose activity, negative = inhibition, actives largely listed as inhibitors; 330,000 compounds, 0.17% hits;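 also: potency is read from the fitted curve at half-maximal effect; 0% = uninhibited 1x PFK enzyme wells and -100% = no-enzyme wells; nearly all actives have a fitted effect of over 60% in size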
#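 1.25 nM PFK with 0.5 mM F6P and 0.1 mM ATP in 0.1 M TEA pH 8.0, 5 mM MgCl2, incubated 45 min at room temperature; ADP measured by ADP-Glo luminescence; compounds titrated up to 57 uM.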
# uPA surface inh = inhibitors of cell surface uPA generation. AID 540303. cell surface uPA generation assay, qHTS. 330,000 compounds, 0.31% hits. Potency, µM (doses to about 38.3 µM), inactives show at the highest dose activity change, negative = inhibition, usual class: inhibitors; active = well fitted inhibition curve with a large enough effect; inconclusive = small, poorly fitted or top-dose-only effect; inactive = no such curve, though single readings can be large or run the other way; tested in mouse RAW 264.7 cells; also: potency is read from the fitted curve at half-maximal effect; % is scaled to controls: 0 for no effect and ±100 for the full control effect; nearly all actives have a fitted effect of over 55% in size
# ELG1 genotoxic = genotoxicity induction in ELG1-luciferase HEK293T cells; HEK293T ELG1-luciferase reporter, luminescence, 16 h; Potency, µM (series often up to 46 µM), for the others: at the highest dose activity change, positive = activation, actives largely listed as activators; 330,000 compounds, 1.3% hits; AID 504466; also: potency is read from the fitted curve at half-maximal effect; % of control where 0% means no effect; nearly all actives have a fitted effect of over 60% in size
#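 Screening used a luciferase reporter fused to human ELG1 in HEK293T cells. Luminescence was read on a CCD plate imager after 16 hr exposure and 30 min ONE-Glo incubation.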
# FLuc counter = firefly luciferase modulation, counter-screen for miR-21 project. 360,000 compounds, 6.9% hits. P08659. Potency, µM (doses to about 57.5 µM), for the others: top-dose activity change, negative = inhibition, usual class: inhibitors. purified FLuc, Km substrates, luminescence inhibition. AID 588342;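 also: potency is read from the fitted curve at half-maximal effect; plate controls were vehicle for no effect and reference inhibitor for full effect; nearly all actives have a fitted effect of over 55% in size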
# Target sequence (P08659 whole entry, looked up): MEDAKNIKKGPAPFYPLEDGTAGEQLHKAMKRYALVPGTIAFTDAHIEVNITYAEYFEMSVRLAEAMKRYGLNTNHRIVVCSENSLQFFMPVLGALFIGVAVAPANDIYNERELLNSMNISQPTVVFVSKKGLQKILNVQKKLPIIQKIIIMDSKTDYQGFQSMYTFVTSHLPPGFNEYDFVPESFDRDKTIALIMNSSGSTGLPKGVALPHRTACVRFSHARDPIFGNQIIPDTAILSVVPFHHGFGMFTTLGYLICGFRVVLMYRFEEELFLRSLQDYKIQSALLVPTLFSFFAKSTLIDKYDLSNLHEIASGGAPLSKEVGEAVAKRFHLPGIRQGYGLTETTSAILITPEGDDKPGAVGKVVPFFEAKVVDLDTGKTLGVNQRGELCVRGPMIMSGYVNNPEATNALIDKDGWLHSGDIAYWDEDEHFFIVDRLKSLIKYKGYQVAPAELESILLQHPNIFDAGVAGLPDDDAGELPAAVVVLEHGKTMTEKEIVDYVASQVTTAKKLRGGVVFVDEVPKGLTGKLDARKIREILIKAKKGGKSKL
#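 Purified P. pyralis luciferase, 10 nM final, with Km-level 10 uM D-luciferin and 10 uM ATP in 50 mM Tris acetate pH 7.5, 10 mM Mg acetate, 0.01% Tween-20, 0.05% BSA; 6-point qHTS titration about 60 µM downward; luminescence read.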
# Rab9 prom act = activates the Rab9 promoter. Huh7 Rab9 promoter-luciferase reporter, luminescence, 24 h. Potency, µM (top dose mostly 9.22 µM), for the others: at the top dose activation, negative = inhibition, actives largely listed as activators. 320,000 compounds, 2.8% hits. AID 485297; also: potency is read from the fitted curve at half-maximal effect; % of control where 0% means no effect; nearly all actives have a fitted effect of over 60% in size
#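 Cells were plated at 1500 per well in reduced-serum medium with 10% FBS and left 2 h. Compound in DMSO was then added for 24 h at 37 °C. Reporter signal was read by luminescence after 10 min with luciferase detection reagent.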
# Giardia kill = kills Giardia lamblia | Giardia lamblia trophozoite viability | activity change, % at 7.66 µM, hits read low | 340,000 compounds, 0.15% hits; in the data active = activity change below about -80%; inconclusive = between about -30% and that limit;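 also: parasites exposed to compound for two days anaerobically before the ATP read; % is scaled to controls: 0 for no effect and ±100 for the full control effect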
#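 Trophozoites 100 cells/well + cpd; 48 hrs, 37 deg C, anaerobic. ATPLite 1-Step added, 15-30 min RT, luminescence read (ATP-based viability).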
# Coupling enz = coupling enzyme interference in Giardia aldolase counter-screen; coupling enzyme system counterscreen, AmpLite Red fluorescence; activity change, negative = inhibition, % at 58.2 µM, hits read low; 290,000 compounds, 0.67% hits; AID 2472; in the data active = activity change below about -30%; also: % is scaled to controls: 0 for no effect and ±100 for the full control effect
#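 Compounds tested against the coupling enzymes alone at 57.5 uM final; readout was AmpLite Red fluorescence (525/598 nm) after 20 min at RT.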
# NPC1 promoter act = NPC1 promoter activation; 320,000 compounds, 2.4% hits; Huh7 NPC1 promoter luciferase reporter, 24 h; AID 485313; Potency, µM (titrated, usually from 9.22 µM), without a hit: at the highest dose activation, most hits filed as activators;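 also: potency is read from the fitted curve at half-maximal effect; % of control where 0% means no effect; nearly all actives have a fitted effect of over 60% in size; reporter is driven by a mutant NPC1 promoter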
#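 Cells: Huh7 expressing luciferase under the NPC1 promoter, 1500/well. Seeded 2 h, compound added, incubated 24 h at 37 °C. Luciferase reagent, 10 min ambient, then luminescence.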
# RORg inh = blocks mouse ROR gamma transcriptional activity. AID 2551. 310,000 compounds, 5.4% hits. Drosophila S2 Gal4-RORgamma UAS-luciferase reporter, 20 h. Potency, µM (highest dose often 53.6 µM), without a hit: at the top dose activity change, negative = inhibition, hits mostly inhibitors; also: potency is read from the fitted curve at half-maximal effect; % is scaled to controls: 0 for no effect and ±100 for the full control effect; nearly all actives have a fitted effect of over 60% in size
# Target sequence (P51450 whole entry, looked up, the tested form may be a part): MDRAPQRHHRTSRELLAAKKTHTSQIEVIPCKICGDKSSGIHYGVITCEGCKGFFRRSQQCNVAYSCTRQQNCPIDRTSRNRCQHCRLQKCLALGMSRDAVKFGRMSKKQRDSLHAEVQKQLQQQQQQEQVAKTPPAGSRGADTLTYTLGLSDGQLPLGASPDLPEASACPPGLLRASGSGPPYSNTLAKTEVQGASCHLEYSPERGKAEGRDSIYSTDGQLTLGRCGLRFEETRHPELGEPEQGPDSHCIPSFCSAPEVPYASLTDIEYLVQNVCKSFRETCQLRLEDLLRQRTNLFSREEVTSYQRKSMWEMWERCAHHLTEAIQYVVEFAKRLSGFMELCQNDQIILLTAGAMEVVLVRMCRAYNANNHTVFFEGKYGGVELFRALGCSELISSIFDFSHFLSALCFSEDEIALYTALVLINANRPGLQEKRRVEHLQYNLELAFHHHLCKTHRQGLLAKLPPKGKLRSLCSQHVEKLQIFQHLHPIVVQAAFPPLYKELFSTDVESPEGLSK
#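 Luminescence from a UAS-regulated Photinus luciferase reporter in stably transfected Drosophila Schneider cells is measured; decreased signal marks ROR gamma inhibition. Fusion expression is induced by 700 uM copper sulfate for 20 hr.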
# KCNH2 3.1 inh = blocks the human KCNH2 3.1 channel isoform; 340,000 compounds, 0.95% hits; activity change, % (tested at about 1.8 µM); AID 720553; U2OS KCNH2 3.1, thallium flux FluxOr; active compounds read low;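 active = maximum activity change below -70%; inconclusive = maximum activity change from -70% to -50%; inactive = maximum activity change above -50%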;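 also: thallium influx rate constant from kinetic fluorescence after stimulation buffer; % is scaled to controls: 0 for no effect and ±100 for the full control effect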
#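 Virally transduced U2OS (3.1 isoform, 4 h infection in dark at RT) → overnight 37 C → FluxOr + Red40 in HBSS/HEPES, 45 min → stimulation buffer, 2 min kinetic read → rate constant vs DMSO controls.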
# VP16 counter = Gal4-VP16 reporter inhibition counter-screen | Drosophila S2 Gal4-VP16 UAS-luciferase, luminescence, 20 h | Potency, µM (series often up to 53.6 µM), for the others: top-dose activity, negative = inhibition, hits mostly inhibitors | 310,000 compounds, 3.5% hits | AID 2546;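 also: Gal4-VP16 expression switched on by copper sulfate through the metallothionein promoter; potency is read from the fitted curve at half-maximal effect; % is scaled to controls: 0 for no effect and ±100 for the full control effect; nearly all actives have a fitted effect of over 50% in size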
# * = called active by the depositor; ? = inconclusive; · = no result given; [ ] = another dose, or the depositor's remark. Unless noted, calls follow the shape of the dose curve; as a rule, active = well fitted curve in the direction sought with a large enough effect; inconclusive = small, poorly fitted or top-dose-only effect, or another doubt; inactive = no such curve, though single readings can be large; an effect the other way counts as inactive or inconclusive.
SMILES,Tb PFK block,uPA surface inh,ELG1 genotoxic,FLuc counter,Rab9 prom act,Giardia kill,Coupling enz,NPC1 promoter act,RORg inh,KCNH2 3.1 inh,VP16 counter
O=C(NC1CCN(C(=O)Nc2cccc(F)c2)CC1)C1CCCCC1,5%,1%,-1%,8%,-1%,-2,1,-2%,-2%,-1,0%
COc1ccccc1/C=C/C(=O)OCCN1CCOCC1,1%,2%,1%,-7%,2%,-1,-2,6%,-14%,3,?
CCC(CC)C(=O)Nc1nnc(SCC(=O)NC(C)(C)C)s1,-1%,2%,0%,-1%,-3%,-24,-1,-1%,30%,-3,3%
CCC(CC)C(=O)c1c[nH]c(C(=O)NCCOC)c1,0%,·,-4%,-3%,-4%,?,-6,-5%,1%,-17,0%[10 µM]
COC(=O)CN1C(=O)C(O)(CC(=O)c2ccc(C)o2)c2ccccc21 (stereo unspecified),-5%,5%,1%,-1%,-1%,2,0,3%,-6%,2,1%
NC(=O)c1c(NC(=O)c2ccc(F)cc2)sc2c1CCC2,-2%,-2%,?,4.3µM*,1.8µM*,10,-7,1.8µM*,?,-3,6%
O=C(Nc1nnc(C2=COCCO2)o1)c1ccc(S(=O)(=O)N2CCCCC2)cc1,-3%,-4%,-8%,?,-1%,-2,0,-5%,1.3µM*,·,3.2µM*
O=C1CN(C(=O)COC(=O)C2=COCCO2)c2ccccc2N1,-2%,-1%,0%,-1%,6%,9,0,-3%,0%,6,5%
Cc1ccnc(SCc2cc(=O)c(OC(=O)c3ccc(Br)o3)co2)n1,0%,-1%,0%,4%,2%,-9,2,-1%,-39%,8,4%
CC(=O)NC12CC3CC(C1)CC(C(=O)OCC(=O)c1ccc4c(c1)OCCO4)(C3)C2,-1%,0%,?,0.24µM*,0.1µM*,7,1,0.5µM*,14µM*,·,?
CCOC(=O)c1sc(NC(=O)CSc2nnnn2-c2ccc(C)c(C)c2)nc1C,2%,-2%,1%,10%,2%,7,1,-5%,-10%,0,0%
Cc1csc(SCC(=O)Nc2nc3ccccc3s2)n1,-5%,-5%,12%,1%[2.3 µM],?,22,2,22%,2%,-12,12%
NC(=O)N1CCc2ccccc21,-2%,2%,0%,2%,-2%,-15,-1,-2%,1%,-23,-2%
Cc1ccccc1NC(=O)CSc1nnc(-c2ccco2)n1N,-14%,6%,-6%,0%,1%,-28,·,0%,·,-23,·
Cc1cc(/C=C\c2ccccc2)nc2ccccc12,2%,?,?,1.5µM*,?,-4,-10,23%,11µM*,-189*,-7%
Cc1ccc(-c2noc(CCCOc3ccc(Cl)cc3Cl)n2)cc1,4%,2%,2%,0%,4%,4,-1,-1%,-9%,2,0%
O=C(c1ccc(F)cc1)c1cn(Cc2ccc(F)cc2)c2cc3c(cc2c1=O)OCCO3,-2%,14%,1%,2%,-5%,11,1,0%,18%,-16,2%
COC(=O)c1cc(NC(=O)/C=C/c2ccccc2)ccc1O,5%,·,7%,11µM*,?,·,-18,?,21%,·,-1%
CSc1ccc(CN(C)CC(=O)Nc2ccccc2Br)cc1,5%,-3%,0%,2%,14%,-6,1,-1%,19%,3,-2%
CCOc1ccc(NC(=O)CC2C(=O)N(c3ccc(OC)cc3)C(=S)N2Cc2ccccn2)cc1 (stereo unspecified),-3%,-3%,-25%,1%,-5%,27,-2,1%,?,-11,7%
Cc1ccc(NC(=O)CSc2cccc[n+]2[O-])c([N+](=O)[O-])c1,5%,1%,-2%,-2%,15%,-17,1,3%,-8%,14,-18%
CCOC(=O)c1[nH]c2ccccc2c1NC(C)=O,0%,7%,0%,2%,4%,13,3,-3%,-8%,7,-1%
CSc1nsc(SCC(=O)Nc2cc(C(=O)O)ccc2C)n1,3%,-13%,-2%,0%,4%,-1,6,1%,-9%,5,0%
CCCCOc1ccccc1C1CC(=O)NC2=C1C(=O)CCC2 (stereo unspecified),-9%,-9%,15%,-1%,-13%,-15,-2,-19%,-2%,-4,-5%
CC(=O)Nc1ncc2c(n1)CC(c1ccco1)CC2=O (stereo unspecified),1%,-2%,5%,9%,-5%,6,0,2%,-2%,4,10%

# Fetched by structure from the entries so far (two):
SMILES,Tb PFK block,uPA surface inh,ELG1 genotoxic,FLuc counter,Rab9 prom act,Giardia kill,Coupling enz,NPC1 promoter act,RORg inh,KCNH2 3.1 inh,VP16 counter
O=C(Nc1nnc(C2=COCCO2)o1)c1ccc(S(=O)(=O)N2CCCCC2)cc1,-3%,-4%,-8%,?,-1%,-2,0,-5%,1.3µM*,·,3.2µM*
COc1ccccc1/C=C/C(=O)OCCN1CCOCC1,1%,2%,1%,-7%,2%,-1,-2,6%,-14%,3,?

# (continued)
SMILES,Tb PFK block,uPA surface inh,ELG1 genotoxic,FLuc counter,Rab9 prom act,Giardia kill,Coupling enz,NPC1 promoter act,RORg inh,KCNH2 3.1 inh,VP16 counter
CCc1ccc(N2CC(C)Cn3c2nc2c3c(=O)[nH]c(=O)n2C)cc1 (stereo unspecified),6%,-3%,-1%,-2%,-4%,2,1,-2%,?,-3,-3%
CCN(CC)CCCOC(=O)c1ccc(OC)cc1O,1%,1%,-1%,-12%,-5%,11,1,0%,2%,-2,-21%
C=CCCCCCCCCc1nc(SCC(=O)O)n[nH]1,1%,1%,0%,-12%,-4%,0,15,-4%,1%,-8,0%
C/C=C/COC(=O)C1=C(C)NC(=O)NC1c1ccc2c(c1)OCO2 (stereo unspecified),0%,3%,3%,0%,0%,8,8,4%,15%,3,-15%
CC1(C)N(O)CC(c2cccs2)=[N+]1[O-],-1%,·,-4%,-1%,-5%,-4,2,1%,-41%,2,9%
CCOc1ccc(N=C2SC(C(=O)O)CC(=O)N2C)cc1 (stereo unspecified),5%,-5%,-5%,?,0%,6,2,-2%,1%,2,-12%
O=C(/C=C/c1ccc(Cl)cc1Cl)NCc1ccncc1,6%,-1%,0%,?,3%,5,5,4%,17%,16,-12%
COC(=O)CNC(=O)c1ccc(OC2CCN(C(=O)C3CC3)CC2)cc1,-2%,3%,-1%,-2%,-2%,-13,1,-5%,9%,-16,3%
O=C(O)c1cccc(S(=O)(=O)NNc2ccccc2C(F)(F)F)c1,-22%,4%,10%,2%,-1%,-9,5,-1%,-8%,-3,2%
CCOc1ccc(C(=O)CC(=O)C(=O)NCCc2ccc(OC)c(OC)c2)cc1,0%,-12%,-3%,5%,2%,15,1,-1%,-5%[10 µM],14,?
O=C(NC1CCN(Cc2ccccc2)CC1)C1CCCN(S(=O)(=O)c2cccc3nonc23)C1 (stereo unspecified),-10%,-2%,-6%,7%,-4%,12,-1,2%,-15%,-1,?
CN(Cc1ccc(OC(F)F)cc1)C(=O)c1ccc2c(=O)n3c(nc2c1)CCC3,-1%,4%,0%,2%,-2%,3,·,1%,·,23,·
Clc1ccc(NCc2ccsc2)cc1,-13%,·,2%,?,1%,·,0,-44%[inhibitor],-2%,·,-4%
COc1cc(C2NC(=O)NC(C)=C2C(=O)OC(C)C)ccc1OC(=O)c1ccco1 (stereo unspecified),-1%,3%,6%,-2%,?,2,1,-1%,0%,-13,-8%
Cc1nc2ccccn2c1C(=O)C(=O)Nc1cc(F)ccc1F,0%,8%,4%,7%,20%,12,-1,-3%,17%,-1,-17%
CCCc1cc(=O)[nH]c(SCC(=O)N2CC3(C)CC2CC(C)(C)C3)n1 (stereo unspecified),5%,15%,2%,4%,-4%,-15,·,0%,·,-1,·
Cc1ccsc1C1Nc2ccc3ncccc3c2C2=C1C(=O)CC(C)(C)C2 (stereo unspecified),2%,·,-1%,-14%,0%,-6,-31*,-5%,?,-3,-21%
Cc1ccc2nc(-c3ccc(NC(=O)CSCC(=O)O)cc3)sc2c1,8%,-26%,?,1.7µM*,2.8µM*,9,17,4µM*,11µM*,-7,-26%
CC(=O)Nc1cccc(NC(=O)c2cc(C)on2)c1,-4%,·,?,?,-3%,-1,-2,11%,-10%,-4,-1%
CC(C)(CS(=O)(=O)[O-])NC(=O)CC[N+](C)(C)CCO,0.67µM*,10%,-3%,1%,1%,-5,5,-2%,-10%,1,-1%
O=C(c1ccc(F)cc1F)N1CCN(S(=O)(=O)c2ccc3c(c2)OCCO3)CC1,0%,-10%,-2%,0%,-6%,23,·,-2%,·,-5,·
CC(C)N(CCCNC(=O)CC1Oc2ccccc2NC1=O)Cc1ccccc1 (stereo unspecified),-3%,-5%,-4%,-1%,-8%,-1,4,-2%,14%,3,-4%
Cn1c(=O)c2ncn(CC(=O)NCCC3=CCCCC3)c2n(C)c1=O,0%,2%,1%,3%,-9%,-2,1,-8%,-5%,7,3%
CN(C)S(=O)(=O)c1cccc(N=C2NN=C(c3ccccc3)CS2)c1,4%,-7%,-1%,?,8%,-5,0,-1%,?,3,16µM*
CCOC(=O)c1sc(NC(=O)Cn2nnc3sc4c(c3c2=O)CCC(C(C)(C)C)C4)nc1C (stereo unspecified),0%,5%,-1%,-19%,-1%,-18,1,-2%,5%,8,-2%
